# Cneo AK release: Cryptococcus neoformans lysis via adenylate kinase release; 360,000 compounds, 0.2% hits; C. neoformans lysis, adenylate kinase release luminescence, 4 h; normalised: neutral wells 0, clomiphene wells 100; lysis activity, % at 15 µM; AID 651654;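 active means mean lysis activity across replicates of at least 80%, whatever share of replicates individually reach that level; inactive means mean lysis activity below 80%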
#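 Assay system: C. neoformans cells. Amount: yeast cell density of 5 × 10^6 cells/mL. Technique: AK luminescence. Buffer or medium: YPD. Times: static 4 h at 37 °C with compound, 1 h detection. Dosing: single-point compound dose. Read-out: lysis from increased AK signal.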
# miR122 inh: inhibitors of miR-122 in Huh7 cells; AID 602342; Huh7 miR-122 Renilla luciferase sensor, 48 h; neutral wells = 0, positive control = 100; 340,000 compounds, 0.3% hits; activation (reporter increase), % at 12.5 µM;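 active means mean replicate activation score at least 90 and every replicate individually at or above 90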;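 further: higher luciferase means less miR-122 activity so hits act as miR-122 inhibitors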
# FN deposition inh: fibronectin deposition inhibition. 350,000 compounds, 0.086% hits. AH1F fibroblasts, Alexa488-fibronectin deposition fluorescence, overnight. inhibition, % at 12.6 µM. AID 743247;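 active means mean inhibition across replicates of 30% or more, regardless of how many single replicates reach that level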;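 further: positive control wells lacked labelled fibronectin entirely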
#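 material = AH1F fibroblast monolayer depositing Alexa488-labelled fibronectin into matrix | amount = 10000 AH1F cells/well | buffer or medium = DMEM plus 2% serum, read in PBS | incubation = 1 h cell adhesion before compound, then overnight fibronectin incubation | detection = fluorescence at 485 nm excitation, 525 nm emission | evaluation = percent inhibition as loss of matrix-bound fibronectin fluorescence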
# PGC1a acetyl inh: modulators of PGC1a acetylation | U2OS PGC1a acetylation, AlphaScreen anti-acetyl-lysine; with virally co-expressed GCN5 acetyltransferase | 350,000 compounds, 0.17% hits | inhibition, % at 15.6 µM;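 active means every replicate shows inhibition of at least 40%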;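 further: 0% = neutral control wells and 100% = positive control wells; some results beyond the cut were filed as inactive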
# EWS-Fli inh: EWS/Fli transcriptional activity inhibition; 350,000 compounds, 0.67% hits; inhibition, % at 12.6 µM; A673 NR0B1-luciferase reporter, viability-normalised;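 active means mean inhibition of at least 50% after viability correction, with every replicate also passing that limit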;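 further: firefly luciferase signal divided by Alamar Blue viability fluorescence both relative to DMSO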
# Casp6 inh: caspase-6 (human) enzyme inhibition | purified caspase-6, Z-VEID-R110 cleavage fluorescence | AID 686996 | inhibition, % at 12.5 µM | 350,000 compounds, 0.53% hits;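 active means mean inhibition across replicates at least about 35%, with every replicate also reaching that limit, limit read from the data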;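 further: 0% = median of neutral control wells and 100% = no fluorescence left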
# Target sequence (P55212 24-179 limits assumed): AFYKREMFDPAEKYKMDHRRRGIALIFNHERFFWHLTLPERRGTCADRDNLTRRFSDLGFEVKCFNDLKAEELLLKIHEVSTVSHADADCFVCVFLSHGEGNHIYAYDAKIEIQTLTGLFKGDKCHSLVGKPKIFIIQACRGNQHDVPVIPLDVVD
# Target sequence (P55212 194-293 limits assumed): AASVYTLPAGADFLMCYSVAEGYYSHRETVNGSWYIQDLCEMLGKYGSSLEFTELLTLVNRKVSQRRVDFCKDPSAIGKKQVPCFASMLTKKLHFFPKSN
# PAX8 reporter: lowers PAX8-driven luciferase in RMG-I cells. RMG-I TPO-luciferase reporter, SteadyGlo, 24 h. inhibition, % at 12.6 µM. 360,000 compounds, 1.2% hits. AID 652154;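 active means mean replicate inhibition at least 60% with every replicate also reaching 60%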;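 further: luciferase light reporting Pax8 driven TPO promoter activity; plate controls were median of neutral control wells for no effect and mitoxantrone controls for full effect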
# LGR2 antag: blocks bursicon-induced cAMP signaling via Drosophila LGR2. HEK293 LGR2, CRE-luciferase, bursicon-stimulated, 4 h. inhibition, % at 9.99 µM. 380,000 compounds, 0.35% hits. AID 720647;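 active means drop in luminescence signal, shown as inhibition above about 50% in the replicate tests, limit read from the data, passing the limit was not always enough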;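 further: agonist challenge used bursicon conditioned medium at about half maximal strength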
# * = called active by the depositor; nt = no result given; & = joins results of further samples; [ ] = dose if it differs, or a comment.
canonical_smiles	Cneo AK release	miR122 inh	FN deposition inh	PGC1a acetyl inh	EWS-Fli inh	Casp6 inh	PAX8 reporter	LGR2 antag
CC1c2[nH]c3ccccc3c2C[C@H]2C(=O)N(CCO)CC(=O)N12 (some centres not stated)	-1	-2	-13	24	12	0	8	11
COc1ccccc1C(=O)COC(=O)CN1C(=O)c2ccccc2C1=O	2	-1	-1	nt	2	1	nt	-1
CN(C)CC(=O)Nc1ccc2c(c1)[C@H]1C[C@H](CC(=O)NCc3cccnc3)O[C@@H](CO)[C@H]1O2	21	4[16.7 µM]	3	2	-4	-1	nt	-20
CCCN(CCC)Cc1c(C(=O)N/N=C/C(C)=C\c2ccccc2)nnn1-c1nonc1N	0	11	-1	0	-11	1	27	15
O=C(CSc1cn(CCNC(=O)c2c(F)cccc2F)c2ccccc12)NCC1CCCO1 (configuration not stated)	-3	-3	1	2	-6	-4	5	4
COc1ccccc1N1CCN(C(=O)c2cc(C(=O)N3CCN(c4ccccc4OC)CC3)cc([N+](=O)[O-])c2)CC1	3	nt	4	nt	-1	2	5	-2
O=C(O)CCSc1ccccn1	nt	-5	-4	-3	-10	0	0	27
CN1c2ccc(-c3ccc(F)cc3)cc2[C@@H]2[C@@H](CCN2C(=O)c2cccc(F)c2)[C@@H]1CO	-8	10[16.7 µM]	13	17	3	-3	-8	10
CCN(CC(=O)NCc1cccs1)C(=O)/C=C/c1cc(Br)ccc1OC(F)F	-1	3	1	-7	1	6	3	-18
OC[C@@H]1[C@@H](c2ccc(-c3ccccc3F)cc2)[C@@H]2CN(Cc3ccncc3)CCCCN12	-1	6[16.7 µM]	nt	4	4	nt	17	-6
C[C@H](CO)N1C[C@H](C)[C@H](CN(C)Cc2ccc(C(F)(F)F)cc2)Oc2ccc(NC(=O)c3ccncc3)cc2C1=O	-3	0[16.7 µM]	nt	-15	-1	-1	-2	4
Cc1cc(C(=O)Nc2ccccc2C)on1	-4	nt	-4	nt	2	-3	3	-7
Nc1cc([N+](=O)[O-])ccc1Nc1ccccc1	nt	nt	4	nt	4	4	-9	-9
C#Cc1ccc(CN2CCC(Oc3ccc(C(=O)NCc4ccccn4)cc3)CC2)cc1	0	-3	6	2	9	0	nt	1
NC(=S)NNc1cccc2cccnc12	3	0	6	nt	-27	10	18	10
CCOCCCNC(=O)CNC(=S)N(Cc1ccc(C)cc1)Cc1ccco1	nt	nt	nt	nt	-1	-1	1	8
CCN1[C@@H]2c3ccc(C4=CCCCC4)c(=O)n3C[C@H]1[C@H](CO)[C@H]2C(=O)NCCOC	0	nt	nt	nt	-12	2	nt	18
CCOc1ccccc1NC(=O)C(OC(=O)c1cc(C)oc1C)c1ccccc1 (configuration not stated)	nt	nt	-1	nt	5	3	12	23
Cc1oc(-c2ccccc2F)nc1CSCC(=O)NC1CCC(C)CC1 (configuration not stated)	nt	nt	4	nt	nt	0	17	6
CCN(C(=O)COc1ncnc2ccc(Br)cc12)C1CCS(=O)(=O)C1 (configuration not stated)	-1	16	0	-10	nt	nt	8	nt

# The final 2 compounds of the section above open the next one:
canonical_smiles	Cneo AK release	miR122 inh	FN deposition inh	PGC1a acetyl inh	EWS-Fli inh	Casp6 inh	PAX8 reporter	LGR2 antag
Cc1oc(-c2ccccc2F)nc1CSCC(=O)NC1CCC(C)CC1 (configuration not stated)	nt	nt	4	nt	nt	0	17	6
CCN(C(=O)COc1ncnc2ccc(Br)cc12)C1CCS(=O)(=O)C1 (configuration not stated)	-1	16	0	-10	nt	nt	8	nt
CN(C(=O)C1CCC(=O)N(C2CC2)C1)C1CCCCC1 (configuration not stated)	0	nt	-3	nt	3	-3	5	11
C[C@H](NC(=O)C[C@H]1C=C[C@@H](NC(=O)C2CCOCC2)[C@H](CO)O1)c1ccccc1	-2	nt	nt	-2	0	7	9	1
CC(Nc1n[nH]c(=O)[nH]c1=O)C(=O)N/N=C/c1ccccc1 (configuration not stated)	nt	-5	3	3	1	1	5	1
C[C@H](CO)N1C[C@H](C)[C@@H](CN(C)CC2CCCC2)Oc2cc(C#CCN(C)C)ccc2S1(=O)=O	nt	nt	nt	-6	-9	1	-8	-1
C[C@@H]1CN([C@H](C)CO)C(=O)c2cc(NC(=O)c3ccncc3)ccc2O[C@H]1CN(C)C(=O)Nc1cccc2ccccc12	5	-9[16.7 µM]	nt	-2	-2	2	20	7
O=[N+]([O-])c1ccc(COc2ccc(-c3[nH]ncc3-c3ccc(Cl)cc3)c(O)c2)cc1	-2	-22	-2	0	nt	nt	27	10
C[C@H](CO)N1C[C@H](C)[C@H](CN(C)Cc2ccc(C(=O)Nc3ccccc3N)cc2)Oc2ccc(NC(=O)Cn3cnnn3)cc2C1=O	3	-6[16.7 µM]	-4	-13	-4	-3	nt	11
C[C@H]1CN([C@@H](C)CO)S(=O)(=O)c2ccc(-c3ccncc3)cc2O[C@@H]1CN(C)Cc1ccccc1	0	9[16.7 µM]	nt	-1	3	-7	nt	6
O=C(CN1CCCC1)NC12CC3CC(CC(C3)C1)C2	1	3	7	8	6	1	25	-9
Cc1ccc(C)c(NC(=O)CN(C)C(=O)c2sccc2C)c1	-1	8	0	4	-3	-2	-13	2

# Next section.
# Every second line gives: Cneo AK release, miR122 inh, FN deposition inh, PGC1a acetyl inh, EWS-Fli inh, Casp6 inh, PAX8 reporter, LGR2 antag
COc1cc(F)ccc1Oc1cccc2c1S(=O)(=O)N([C@H](C)c1ccccc1)C[C@@H](COCc1ccccc1)O2
→ nt, nt, 14, nt, 4, -5, 13, 8
Cc1cc(Nc2ccccc2)c2c([N+](=O)[O-])c(C)cc(C)c2n1
→ 0, -2, nt, -9, nt, nt, nt, -57
COC(=O)CNC(=O)Cn1c(=O)n(Cc2ccc(F)cc2)c(=O)c2sccc21
→ -1, -4, -1, 11, 16, -2, 2, -19
O=C(CN(c1ccc(F)cc1)S(=O)(=O)c1ccc2c(c1)OCCO2)NCc1ccncc1
→ 2, 5, 12, 8, nt, nt, nt, nt
COc1ccc(C(=O)NC(C(=O)NCC2CCCO2)C(C)C)cc1 (configuration not stated)
→ -1, -4, 16, 10, -3, 0, 10, 1
CN1C(=O)c2cc(NC(=O)Cc3ccccc3)ccc2OC[C@H]2O[C@H](CC(=O)O)CC[C@@H]21
→ 4, -17[16.7 µM], 2, 8, 1, 0, -17, 0
Cc1cc(C)n(-c2nnc(C)n2/N=C/c2ccco2)n1
→ -1, 12, nt, -3, nt, nt, 7, nt
C[C@H]1CN([C@@H](C)CO)S(=O)(=O)c2ccc(/C=C/c3ccccc3)cc2O[C@H]1CN(C)Cc1cncnc1
→ 1, -2[16.7 µM], nt, 5, 9, -4, -5, 9
Cc1ccc(NC(=O)C2CCN(S(=O)(=O)c3ccc(C(C)(C)C)cc3)CC2)cc1S(=O)(=O)N1CCOCC1
→ -1, -4, 0, -7, -1, 4, 30, 17
COc1ccc(OC)c(S(=O)(=O)N2CCCC(N3CCN(c4ccccc4)CC3)C2)c1 (configuration not stated)
→ nt, -9, -4, 4, nt, 0, 13, 10
Cc1ccc(C2=NNC(C(O)C(O)C(O)C(C)O)S2)cc1 (configuration not stated)
→ -6, -21, -4, 20, nt, nt, -122, nt
CCCNC(=O)Nc1ccc2c(c1)C(=O)N(C)C[C@H](OC)[C@H](C)CN(Cc1cncnc1)[C@H](C)CO2
→ 5, 3[16.7 µM], 4, 3, 0, 1, nt, 7
CCN(C(=O)c1cc2c(=O)[nH]c3ccc(C)cc3c2s1)c1ccccc1F
→ nt, nt, -2, -2, 0, -2, -28, -14
CO[C@@H]1CN(C)C(=O)c2cc(NC(=O)Nc3cccc(F)c3)ccc2OC[C@H](C)NC[C@@H]1C
→ 1, 7[16.7 µM], 3, -4, 7, nt, nt, 8
CCOc1ccc(S(=O)(=O)N(C)CCO)cc1-c1nc2c(C(C)(C)C)nn(C)c2c(=O)[nH]1
→ -2, 8, nt, -13, nt, nt, nt, -21
Cc1ccc(OCC(=O)O/N=C(\N)Cc2ccc([N+](=O)[O-])cc2)cc1C
→ -4, nt, -1, 27, 17, 5, -6, -3
CCS(=O)(=O)N1Cc2cc(C(=O)NCCOC)nc(-c3cccc(-c4ccncc4)c3)c2[C@H]1CCO
→ 3, nt, -20&-3, nt, -2&-4, 1&5, -2&1, -6
Cc1ccc2[nH]c3c(=O)n(CCCN4CCN(C)CC4)cnc3c2c1
→ 1, -6, -3, -2, nt, nt, -1, nt
CCC(C)NC(=O)C1(O)c2ccccc2NC(=O)N1c1ccc(C)c(C)c1 (configuration not stated)
→ 1, -2, -3, nt, -3, -2, 18, 21
O=C(NC(=S)N1CCCC1)c1cccc([N+](=O)[O-])c1
→ 2, -8, 0, -16, nt, -1, 1, -3
C[n+]1cccc(C(=O)O)c1
→ 0, 11, -7, -15, -9, 1, 0, -22
CCOc1ccc(Cl)cc1CNCCCSc1ncccn1
→ 0, -3, 1, nt, -4, -27, -3, -14
C/C=C/c1cnc2c(c1)C(=O)N([C@@H](C)CO)C[C@@H](C)[C@H](CN(C)C(=O)c1cccc(F)c1)O2
→ 75, nt, -1, -2, -8, nt, -15, 17
CCN1C(=O)C(=O)N(CC(=O)N(C)CC(=O)Nc2ccccc2C(F)(F)F)C1=O
→ -1, -9, 3, 6, 3, -1, 1, 2
C[C@@H]1CN([C@@H](C)CO)C(=O)c2cc(NS(=O)(=O)c3cn(C)cn3)ccc2O[C@@H](C)CCCCO[C@@H]1CN(C)C(=O)Cc1ccccc1
→ -2, -12[16.7 µM], nt, 8, -12, -3, -11, -13
C[C@H](CO)N1C[C@H](C)[C@H](CN(C)C(=O)NC2CCCCC2)Oc2ccc(NC(=O)Nc3ccc(C(F)(F)F)cc3)cc2C1=O
→ 2, -5[16.7 µM], nt, 3, 6, 0, 17, 9
COCCNC(=O)Cn1nc(Cc2ccncc2)c2ccccc2c1=O
→ 0, 1, 16, 4, -5, -5, -14, 8
O=C(O)CSc1nnc2n(-c3ccccc3)c(=O)c3ccccc3n12
→ -8, nt, -7, nt, -2, -4, -3, -6
O=C(COC(=O)/C=C/c1ccco1)Nc1ncc(Cl)cc1Cl
→ 0, 0, -6, 10, 9, 44*, 2, 11

# Quoted from the listing:
# Casp6 inh with O=C(COC(=O)/C=C/c1ccco1)Nc1ncc(Cl)cc1Cl → 44*
# miR122 inh with COc1ccc(OC)c(S(=O)(=O)N2CCCC(N3CCN(c4ccccc4)CC3)C2)c1 (configuration not stated) → -9
# PAX8 reporter with C/C=C/c1cnc2c(c1)C(=O)N([C@@H](C)CO)C[C@@H](C)[C@H](CN(C)C(=O)c1cccc(F)c1)O2 → -15
# miR122 inh with C[C@H](CO)N1C[C@H](C)[C@H](CN(C)C(=O)NC2CCCCC2)Oc2ccc(NC(=O)Nc3ccc(C(F)(F)F)cc3)cc2C1=O → -5[16.7 µM]
# Cneo AK release with C[n+]1cccc(C(=O)O)c1 → 0
# EWS-Fli inh with CO[C@@H]1CN(C)C(=O)c2cc(NC(=O)Nc3cccc(F)c3)ccc2OC[C@H](C)NC[C@@H]1C → 7

# Screening data from PubChem.
